DUSP3 inh: inhibitors of human VHR1 phosphatase (DUSP3). P51452. recombinant VHR phosphatase, colorimetric substrate read-out. inhibition, % at 20 µM. actives 0.7% (n = 50,000); in the data active = inhibition above about 60%; note: some results filed as inactive read as strong as hits
Target sequence (P51452 whole entry, looked up): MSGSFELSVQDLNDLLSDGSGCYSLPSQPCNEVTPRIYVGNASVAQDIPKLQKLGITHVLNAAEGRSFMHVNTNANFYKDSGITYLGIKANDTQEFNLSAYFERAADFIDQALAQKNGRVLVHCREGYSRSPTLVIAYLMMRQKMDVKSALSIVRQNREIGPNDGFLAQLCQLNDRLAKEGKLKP
Numbers without * were called inactive.

SMILES	DUSP3 inh
CC(=O)OC1=NN(c2ccccc2)CC1	-3
O=C(Nc1cccc2c1C(=O)c1ccccc1C2=O)c1ccc(Br)cc1	5
COc1cc(NC(=O)c2ccc3c(c2)OCCO3)ccc1NC(=O)c1ccco1	-6
CCOC(=O)c1c(NC(=S)NC(=O)c2ccc(OC)cc2)sc2c1CCCCC2	-2
COc1ccc(CCNC(=O)CCc2ccccc2O)cc1OC	-40
O=C1NC(=O)N(c2ccc(Cl)cc2)C(=O)/C1=C\c1cc(Br)cc(Cl)c1O	-15
Cc1ccc(N2C(=O)NC(=O)/C(=C/c3ccc(-c4ccc(F)cc4)o3)C2=O)cc1	11
COc1ccccc1NC(=O)/C(=C/c1cccc([N+](=O)[O-])c1)NC(=O)c1ccccc1	-9
Nc1nnc(COc2ccc(Br)cc2)s1	-26
Cc1cccc(N(CC(=O)NCCSc2nc3ccccc3s2)S(=O)(=O)c2ccccc2)c1	3
O=C1c2ccccc2C(=O)N1CNc1ccc(Cc2ccc(NCN3C(=O)c4ccccc4C3=O)cc2)cc1	-11
O=C(CN1CCOCC1)C12CC3CCC(CC(C3)C1)C2	13
Oc1ccccc1N=Cc1c(O)c(I)cc2oc3c(c12)CCCC3	16
O=C(Nc1ccccc1)C(=O)Nc1ccc(F)cc1	-7
CC(=O)Nc1ccc(N=Cc2ccncc2)cc1	-42
CCOC(=O)C1=C(C)N(c2ccc(C)cc2)C(=O)/C1=C\c1cccc(OC)c1O	4
CCOc1ccccc1C=Nc1cc(Cl)cc(Cl)c1	2
O=C(Oc1ccccc1/C=N/n1cnnc1)c1ccccc1Br	-3
Cc1ccc(-c2nc3ncccc3o2)cc1NC(=O)c1ccc(-c2ccc(F)cc2)o1	-17
CCOC(=O)C1Cn2c(nc3c(c2=O)C(C)(C)Cc2ccccc2-3)S1 (stereo not drawn)	-26
COc1ccc(N2CC(C(=O)N/N=C/c3c(Cl)cccc3Cl)CC2=O)cc1 (stereo not drawn)	-15
COc1ccc(C(O)P(=O)(OC(C)C)OC(C)C)cc1OC (stereo not drawn)	-8
O=C(Nc1ccc(-c2cn3ccccc3n2)cc1)c1cccc(Br)c1	-7
CCC(=O)N1CC(=O)Nc2ccc(C)cc2C1c1ccccc1 (stereo not drawn)	-62
CCCC(=O)Nc1ccc2oc(-c3ccc(OC)c(Cl)c3)nc2c1	-8
SMILES	DUSP3 inh
CC1=C(C(=O)Nc2ccccc2)C(c2ccco2)N2C(=O)CSC2=N1 (stereo not drawn)	19
O=C1C(=O)N(Cc2ccccc2)C(c2ccccc2)/C1=C(/O)c1ccccc1 (stereo not drawn)	-27
COc1ccc(C(=O)N2N=C3CC(C)(C)OCC3C2c2ccc(OC)cc2)cc1 (stereo not drawn)	4
CCOc1cc(C(=O)Nc2ncccc2Cl)cc(OCC)c1OCC	-25
CSCCOC(=O)C1=C(C)NC(=O)NC1c1ccc([N+](=O)[O-])cc1 (stereo not drawn)	-8
Cc1cnn(-c2cc(Oc3ccccc3)ncn2)c1	2
Cc1ccc(CC(C)CC(=O)NCc2ccccc2)cc1 (stereo not drawn)	11
CC(C)c1ccc(/C=C/C(=O)Nc2sc3c(c2C(N)=O)CCCC3)cc1	-22
O=C(/C=C/c1ccccc1OCc1ccccc1)c1ccc(Br)cc1	-13
CCOc1cc(/C=C2\SC(=S)N(Cc3ccco3)C2=O)ccc1O	17
CCOC(=O)NC(Nc1ccc(F)cc1)C(Cl)(Cl)Cl (stereo not drawn)	-2
CC(C)COC1CS(=O)(=O)CC1OCC(C)C (stereo not drawn)	3
CCCc1nccn1S(=O)(=O)c1ccc(Br)c2ccccc12	-22
COc1ccc(NC(=O)Cc2ccc(Br)cc2)c([N+](=O)[O-])c1	-7
Cc1cc(Cl)cc(Cl)c1OCCOCCN1CCN(C)CC1	-2
O=C(O)c1ccc([N+](=O)[O-])cc1C(=O)c1ccccc1	-1
O=C1CCC(=O)N1c1cccc2c(N3C(=O)CCC3=O)cccc12	0
Cc1onc(-c2c(Cl)cccc2Cl)c1C(=O)Nc1cc(Cl)ccc1Cl	-6
C=C(C)c1cccc(C(C)(C)NC(=O)NCCCN(C)C)c1	-9
CCN(CC)Cc1cc(NC2=NS(=O)(=O)c3ccccc32)ccc1O	-38
CCC(=O)N1CCN(c2cc(C)c([N+](=O)[O-])cc2F)CC1	6
COc1ccc(C(=O)Nc2ccccc2)cc1S(=O)(=O)NCc1ccccc1	-25
COc1cc(C(=O)Nc2ccc(C(N)=O)cc2)c([N+](=O)[O-])cc1OC	-6
CCOC(=O)CSc1nc(C2CC2)cc(-c2ccc(F)cc2)c1C#N	4
Cc1ccc(S(=O)(=O)Nc2ccccc2C(=O)O)cc1	19
SMILES	DUSP3 inh
O=C(CCc1ccccc1)NCc1cccnc1	-18
COc1ccc(C(NC(C)=O)c2ccc(OC)cc2)cc1	-6
CCN(CC)c1ccc(NC(=O)COc2ccc(C)cc2)cc1	-30
COc1ccc(OC)c(NC(=O)COc2ccccc2C(C)(C)C)c1	-4
Cc1ccc(Cl)cc1NC(=O)CSCC(=O)Nc1ccccc1	5
CCOC(=O)c1c(NC(=O)c2ccccc2F)sc(C(=O)Nc2ccc(OC)cc2OC)c1C	-12
NC(=O)c1c(N2C(=O)c3ccccc3C2=O)sc2c1CCCC2	-10
CC1=NN(C(=O)c2ccccc2)C(O)(c2ccc(Br)cc2)C1 (stereo not drawn)	20
CCCC(NC(=O)c1ccccc1)C(=O)OCC(=O)Nc1nc2ccc(OC)cc2s1 (stereo not drawn)	-20
Cc1cc([N+](=O)[O-])ccc1-c1ccc(C(=O)Nc2ccc(O)c(-c3nc4ccccc4s3)c2)o1	14
Cc1ccc(C)c(Cc2cc([N+](=O)[O-])ccc2C)c1	-14
CC1=NN(c2ccc(C)c(Cl)c2)C(=O)C1	15
Cc1cc(/C=N/NC(N)=O)c(C)n1-c1ccc(F)cc1	25
Cc1ccc(C(=O)Nc2ccc(I)cc2C(=O)O)o1	-1
COc1ccc(C2/C(=C(\O)c3ccccc3)C(=O)C(=O)N2CCCC(=O)O)cc1OC (stereo not drawn)	5
COc1ccc(CNC(=O)C(c2ccccc2)c2ccccc2)cc1	77
Cc1cccc(N2CCN(C(=O)CCCOc3ccc(Cl)cc3Cl)CC2)c1C	6
CSc1ccc(/C=N/NC(=O)COc2ccccc2C)cc1	1
COc1ccc(NC(=O)COc2c(C)cc(C)cc2C)cc1	-9
CCOC(=O)c1c(-c2ccc(Cl)cc2)csc1NC(=O)c1ccco1	-24
Cc1ccsc1C1Nc2ccc3ccccc3c2C2=C1C(=O)CC(C)(C)C2 (stereo not drawn)	-18
COc1cc(CN2CCN(C3CCCCC3)CC2)cc(OC)c1OC	-15
O=C(/C=C/c1ccco1)NCC1CCCO1 (stereo not drawn)	-15
Nc1nc(-c2cccc(Br)c2)cs1	-5
COc1ccc(NC(=O)CSc2nc(C)cc(=O)[nH]2)cc1	-10

An excerpt of these results, as labelled records.
COc1ccc(C(O)P(=O)(OC(C)C)OC(C)C)cc1OC (stereo not drawn)
  DUSP3 inh: -8
O=C(Nc1ccc(-c2cn3ccccc3n2)cc1)c1cccc(Br)c1
  DUSP3 inh: -7

Looked up above:
O=C(CCc1ccccc1)NCc1cccnc1 in DUSP3 inh is listed with -18
CCOC(=O)c1c(NC(=O)c2ccccc2F)sc(C(=O)Nc2ccc(OC)cc2OC)c1C in DUSP3 inh is listed with -12
Cc1ccc(Cl)cc1NC(=O)CSCC(=O)Nc1ccccc1 in DUSP3 inh is listed with 5
Cc1cccc(N2CCN(C(=O)CCCOc3ccc(Cl)cc3Cl)CC2)c1C in DUSP3 inh is listed with 6
COc1ccc(C2/C(=C(\O)c3ccccc3)C(=O)C(=O)N2CCCC(=O)O)cc1OC (stereo not drawn) in DUSP3 inh is listed with 5
Nc1nc(-c2cccc(Br)c2)cs1 in DUSP3 inh is listed with -5
Cc1ccc(C)c(Cc2cc([N+](=O)[O-])ccc2C)c1 in DUSP3 inh is listed with -14

The results go on.
SMILES	DUSP3 inh
O=C1/C(=C/c2ccc(O)c(O)c2)SC(=S)N1C1CCCCC1	-36
O=C(Cc1ccc(-c2ccccc2)cc1)NNC(=O)c1cccc(Cl)c1	0
COc1ccc(/C=N/NS(=O)(=O)c2ccc(Cl)cc2)cc1	-7
CC(C)CCNC(=O)c1ccccc1I	-10
Cc1ccc(N2C(=O)NC(=O)/C(=C\c3ccc(N4CCCCC4)o3)C2=O)cc1	-4
O=[N+]([O-])c1ccc(CSc2nnc(-c3ccccc3)c(-c3ccccc3)n2)cc1	0
Cc1c(NC(=O)c2ccccc2N)cccc1C(=O)O	-12
Cc1cc(=O)oc2c(C)c(OC(=O)c3ccccc3)ccc12	-19
O=C(Nc1ccccc1)Nc1nnc(-c2ccc(Cl)cc2Cl)s1	-23
CCc1cc(=O)oc2c(C)c(OC(C)=O)ccc12	-7
CCOC(=O)c1ccc(NS(=O)(=O)c2ccc(C)c([N+](=O)[O-])c2)cc1	-16
O=[N+]([O-])c1ccc(/C=N/NS(=O)(=O)c2ccccc2)cc1	-20
CN(Cn1nc(-c2ccccc2)oc1=S)c1ccccc1	6
Cc1ccc(/C=C2/C=C(c3ccccc3)OC2=O)cc1	-3
Cc1cc(NC(=O)c2ccc(C)c([N+](=O)[O-])c2)ccc1NC(=O)c1ccco1	2
CCOc1ccccc1/C=C1/SC(=S)N(CC(=O)OC)C1=O	0
N#Cc1conc1-c1ccc(Br)cc1	8
Cc1cc(C)n(C(=O)c2c(C(=O)O)cccc2[N+](=O)[O-])n1	-24
Cc1onc(-c2ccccc2Cl)c1-c1nc(-c2ccncc2)no1	-2
O=C1/C(=C\c2ccc(-c3cccc(C(F)(F)F)c3)o2)SC(=S)N1C1CCCCC1	3
CC1(C)CC(=O)C(C(C2=C(O)CC(C)(C)CC2=O)c2ccccc2OCc2ccccc2)C(=O)C1 (stereo not drawn)	0
O=C1NC(=O)/C(=C\c2ccc(Br)cc2)S1	-12
COc1ccc(CN2CCN(C(=O)c3ccc(F)cc3)CC2)cc1OCc1ccccc1	4
Cc1ccccc1OCC(=O)NCCSc1ccccn1	-11
O=C(N/N=C/c1ccc(-c2ccc(I)cc2)o1)c1ccccn1	-15

Arranged by heavy-atom count (ascending): part of the list above.
SMILES	DUSP3 inh
N#Cc1conc1-c1ccc(Br)cc1	8
CC(C)CCNC(=O)c1ccccc1I	-10
Cc1c(NC(=O)c2ccccc2N)cccc1C(=O)O	-12
Cc1ccccc1OCC(=O)NCCSc1ccccn1	-11
Cc1cc(=O)oc2c(C)c(OC(=O)c3ccccc3)ccc12	-19
CCOC(=O)c1ccc(NS(=O)(=O)c2ccc(C)c([N+](=O)[O-])c2)cc1	-16

Continued:
SMILES	DUSP3 inh
O=C(Cc1ccccc1[N+](=O)[O-])N1CCN(c2ccccc2)CC1	-4
O=C1C(C=NC2CC2)=C(O)c2ccccc21	-10
CCN(CC)c1ccc(C(NC(C)=O)NC(C)=O)cc1	-2
O=S(=O)(Nc1ccc(Cl)c(C(F)(F)F)c1)c1ccccc1	2
O=S(=O)(Nc1ccc(Nc2ccc(F)cc2)cc1)c1ccc(F)cc1	-21
CC(C)c1ccc(/C=C/C(=O)NC(=S)Nc2ccc(S(=O)(=O)N=C(N)N)cc2)cc1	-87
O=C(O)c1ccccc1N=Nc1cc(-c2ccccc2)oc1O	1
O=[N+]([O-])c1ccc(S(=O)(=O)Nc2ccccc2CO)cc1	-15
Cc1cc(Nc2ccc3c(c2)n(C)c(=O)n3C)n2c(nc3ccccc32)c1C#N	16
CCCCc1cc(=O)oc2cc(OC(C)=O)ccc12	-13
CC(=O)C(C(=O)c1ccccc1)C1(O)C(=O)Nc2ccccc21 (stereo not drawn)	-5
Cc1ccc(N2CCN(/N=C\c3ccccc3F)CC2)cc1	-10
COc1ccc(OC)c(CNc2ccccc2)c1	-9
COc1ccc(CN2CCN(C(=O)c3ccccc3)CC2)cc1Br	-2
COCCN1C(=O)/C(=C\c2ccc(SC)cc2)C(C(=O)OC)=C1C	-7
c1ccc(-c2ccc(-n3cnc4ccccc43)cc2)cc1	-27
COc1ccc2nc(NC(=O)COC(=O)CN3C(=O)c4ccccc4C3=O)sc2c1	-10
O=C(Oc1ccc2oc(=O)sc2c1)c1ccccc1	-9
CCCOc1ccc(C(=O)Nc2cc(C(=O)OC)cc(C(=O)OC)c2)cc1	-21
Cc1onc(-c2c(Cl)cccc2Cl)c1C(=O)NC1CCCCCCC1	-8
CCOc1cc(/C=C2/SC(=S)N(CC)C2=O)ccc1OCc1ccccc1Cl	-30
CCN1C(=O)CSC1=Nc1ccc(C(=O)O)cc1	-10
CCOCCOC(=O)c1ccc(NC(=O)c2cccnc2)cc1	-6
Cc1ccc(S(=O)(=O)Nc2cc(C(C(=O)OC(C)C)C(=O)C(F)(F)F)c(O)c3ccccc23)cc1 (stereo not drawn)	8
Cc1cc([N+](=O)[O-])ccc1NCc1cc(F)ccc1F	-6
SMILES	DUSP3 inh
O=C(CSc1nc2ccccc2s1)c1ccc2c(c1)Cc1ccccc1-2	-2
COc1cc(C(=O)N2CCN(c3ccccc3)CC2)c([N+](=O)[O-])cc1OC	-5
Cc1ccc(-c2ccc(OCC(=O)N3CCCc4ccccc43)cc2)cc1	-4
O=C(c1cccc2ccccc12)N1CCN(c2nc3ccc([N+](=O)[O-])cc3s2)CC1	-10
CSc1nc2c(cc1C#N)CCCC2	-10
COc1ccc(Br)cc1/C=C/C(=O)Nc1cccc(S(N)(=O)=O)c1	-2
O=C(NCc1ccc2c(c1)OCO2)c1cccc(I)c1	6
Cc1ccccc1C(=O)Nc1cccc(Oc2ccc3c(c2)C(=O)N(c2ccccc2)C3=O)c1	14
COc1cc(/C=N/NC(N)=O)ccc1Oc1nc(Nc2ccc(C)cc2Br)nc(N2CCOCC2)n1	-4
COc1ccc(-n2c(-c3cc(OC)c(OC)c(OC)c3)n[nH]c2=S)cc1	-6
CN1CCN(C(=O)COc2ccc(Cl)cc2Br)CC1	-8
Cc1ccc(OP(=O)(O)Oc2ccc(C)cc2)cc1	-11
COC(=O)c1cc(NC(=O)c2ccc(OCc3ccccc3)cc2)cc(C(=O)OC)c1	-4
COc1ccc2c(c1)CC/C(=C/Nc1ccc3c(c1)OCO3)C2=O	10
Cc1ccc(NC(=O)c2c(C)nc3ccccn23)cc1	-4
O=C1C(=O)N(Cc2ccc(F)cc2)c2ccc(Br)cc21	-22
CCCCCCCc1c(C)[nH]n(-c2nnc3c(n2)[nH]c2ccccc23)c1=O	6

Assay outcomes: PubChem BioAssay, Sanford-Burnham Center for Chemical Genomics

These rows are one share of the data, so the mix of outcomes need not match the whole.
